TRHR enhancer: allosterically enhances the human TRH receptor; P34981; TRHR cells, fluo-8 calcium fluorescence, EC20 TRH enhancement; enhancement, % at 2 µM; 360,000 compounds, 0.66% hits; AID 493056; in the data active = enhancement above about 30%; note: 0% is about no effect
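TRHR-expressing cells loaded with fluo-8 calcium dye were read kinetically (ex 480/em 530) during compound addition, then stimulated with an EC20 of TRH (10 nM final). Enhancement of the Gq-mediated intracellular calcium response was scored.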
RXFP1 antag: antagonists of human relaxin receptor RXFP1 | activity change, negative = inhibition, % at 57.5 µM | AID 1259400 | HEK293-RXFP1, relaxin-stimulated cAMP HTRF, 30 min; stronger effect = lower value | Q9HBX9 | 350,000 compounds, 0.59% hits;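 active = activity change of -60% or lower, but not beyond a set lower limit; inconclusive = change between -60% and -40%, or beyond the set limit; inactive = change above -40%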; note: % is set by controls: 0 for no effect and ±100 for the full control effect
Target sequence (Q9HBX9 whole entry, looked up): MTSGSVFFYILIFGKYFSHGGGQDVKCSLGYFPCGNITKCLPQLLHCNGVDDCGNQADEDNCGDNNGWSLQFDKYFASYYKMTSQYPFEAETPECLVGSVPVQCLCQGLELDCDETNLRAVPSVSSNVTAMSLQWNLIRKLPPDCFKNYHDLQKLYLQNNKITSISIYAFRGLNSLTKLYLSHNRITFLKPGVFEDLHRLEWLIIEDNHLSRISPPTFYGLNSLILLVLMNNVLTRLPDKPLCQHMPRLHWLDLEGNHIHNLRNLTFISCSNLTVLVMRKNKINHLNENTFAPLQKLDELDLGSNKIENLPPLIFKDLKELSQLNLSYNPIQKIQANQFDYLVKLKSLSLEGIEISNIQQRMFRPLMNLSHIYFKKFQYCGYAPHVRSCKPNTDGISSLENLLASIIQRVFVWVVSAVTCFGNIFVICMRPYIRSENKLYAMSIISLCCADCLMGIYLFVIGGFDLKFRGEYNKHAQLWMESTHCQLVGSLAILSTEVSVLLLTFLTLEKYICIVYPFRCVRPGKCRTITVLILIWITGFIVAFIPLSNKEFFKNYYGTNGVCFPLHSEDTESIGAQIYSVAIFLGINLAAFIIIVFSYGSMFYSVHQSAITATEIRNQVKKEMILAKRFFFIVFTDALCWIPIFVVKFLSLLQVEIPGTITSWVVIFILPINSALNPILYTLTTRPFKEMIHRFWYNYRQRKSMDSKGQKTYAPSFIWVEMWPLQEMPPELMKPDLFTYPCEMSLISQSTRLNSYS
D1 potentiator: human D1 dopamine receptor positive modulation; P21728; 360,000 compounds, 0.036% hits; potentiation, % at 10 µM; AID 504651; HEK293 TREx D1 cells, calcium flux, dopamine EC20 potentiation; in the data active = potentiation above about 30%; note: 0% is about no effect
D1 antagonist: human D1 dopamine receptor antagonism; P21728; HEK293 TREx D1 cells, calcium flux, dopamine EC80; stronger effect = lower value; AID 504652; 360,000 compounds, 3.2% hits; activity change, negative = inhibition, % at 10 µM; in the data active = activity change below about -30%; note: % is set by controls: 0 for no effect and ±100 for the full control effect
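Kinetic fluorescence of a calcium dye serves as the read-out. D1-expressing Hek293 Trex cells, induced overnight at 30 C, are exposed to compound for 180 s before an EC80 dopamine addition, then read 180 s further.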
D1 ag: agonists of human D1 dopamine receptor | P21728 | HEK293 T-REx D1 cells, calcium flux, agonist mode | activation, % at 2 µM | 360,000 compounds, 1% hits | AID 504660; in the data active = activation above about 30%; note: 0% is about no effect
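Inducible HEK293 T-REx D1 cells, force-coupled to calcium signalling, were plated at 4000 cells/well with tetracycline and held overnight at 30 C. After no-wash calcium dye loading, compound-evoked calcium rise over 180 s flagged agonists.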
D2 potentiator: positive allosteric modulators of human D2 dopamine receptor; HEK293 T-REx D2, calcium flux, EC20 dopamine potentiation; 340,000 compounds, 0.34% hits; AID 485347; potentiation, % at 10 µM; P14416;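 active = potentiation over 3 SD above the plate norm, cut at about 30% in these data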; note: 0% is about no effect
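Tetracycline-induced Hek293 Trex D2 cells, force-coupled to calcium, loaded with no-wash calcium dye. Compound added with 180 s kinetic read for agonism, then EC20 dopamine and a further 180 s read for potentiation.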
RXFP1 ag: agonists of human relaxin receptor RXFP1; HEK293T-RXFP1 cAMP TR-FRET, 30 min; response scale: percent of porcine relaxin response, buffer zero; Potency, µM (doses to about 57.5 µM), inactives show at the highest dose activation, most hits filed as activators; 370,000 compounds, 0.3% hits; AID 2676; active = well fitted activation curve with a large enough effect; inconclusive = small, poorly fitted or top-dose-only effect; note: potency is the fitted concentration of half-maximal effect; % is set by controls: 0 for no effect and ±100 for the full control effect; nearly all actives have a fitted effect of over 60% in size; many of its hits are not listed in these tables
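HEK293 cells stably expressing RXFP1, treated 30 min at 37C with compounds plus PDE4 inhibitor Ro 20174; cAMP measured by HTRF TR-FRET. Normalized to buffer and 29 nM porcine relaxin; EC50 by Hill fit.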
D2 antag: D2 dopamine receptor (human) antagonism. P14416. 340,000 compounds, 2% hits. AID 485344. HEK293 TREx D2 cells, calcium flux, dopamine EC80. inhibition, % at 10 µM; in the data active = inhibition above about 30%; note: 0% is about no effect
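Antagonism is scored as inhibition of an EC80 dopamine-evoked calcium signal in a force-coupled, tetracycline-inducible HEK293 T-REx D2 line, with compound present 180 s before agonist.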
D2 agonist: agonists of human D2 dopamine receptor; P14416; HEK293 T-REx D2 cells, calcium flux agonist mode; activation, % at 2 µM; 340,000 compounds, 0.53% hits;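 active = activation over 3 SD above normal in the single-dose calcium agonist read, cut at about 30% in these data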; note: 0% is about no effect
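Tetracycline-induced HEK293 Trex cells with D2 receptor force-coupled to calcium signaling, plated overnight at 30 C and loaded with no-wash calcium dye. Calcium flux read kinetically for 180 s after compound addition; responses flag agonists.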
* marks the source's active call; other numbers are inactive results; u = inconclusive; x = not tested or not shown. Only part of the results is shown; the hit share may differ from the screen's.

item	canonical_smiles	TRHR enhancer	RXFP1 antag	D1 potentiator	D1 antagonist	D1 ag
1	Cn1c(SCCC#N)nnc1-c1ccc(F)cc1	-3	x	-5	-4	0
2	CC(C)Oc1ccc(S(=O)(=O)N2CCCCC2)cc1NC(=O)CN1C(=O)NC2(CCCC2)C1=O	2	u	-1	6	1
3	CCOCCCNc1nc2cc(OC)c(OC)cc2c2nc(-c3ccccc3)nn12	5	x	7	-8	-1
4	CN1CCN(S(=O)(=O)c2ccc(N3CCN(S(=O)(=O)/C=C/c4ccccc4)CC3)nc2)CC1	2	-9	-12	-49*	5
5	CCn1c(CN2CCN(C)CC2)nc2cc(NC(=O)c3cc(OC)c(OC)c(OC)c3)ccc21	-2	4	-1	6	1
6	CCCN1C(=O)c2ccccc2CC1(C)C(=O)NC1CCCCC1 (stereo not given)	-7	9	1	12	-2
7	COc1ccc(Cl)c2sc(NC(=O)c3ccc(S(=O)(=O)N4CCCC4)cc3)nc12	3	x	0	7	4
8	COc1ccc(C(=O)C2CCCN(C(=O)c3cccc(Cl)c3F)C2)cc1OC (stereo not given)	1	25	7	-13	5
9	O=C1CCC(O)CCN1CCSc1ccccc1 (stereo not given)	-4	x	-2	1	-1
10	CCN(C(=O)CN1C(=O)S/C(=C\c2ccc(Cl)cc2)C1=O)C1CCS(=O)(=O)C1 (stereo not given)	2	4	-2	4	2

item	D2 potentiator	RXFP1 ag	D2 antag	D2 agonist
1	2	0.5%	-4	-1.9
2	0	-0.1%	-6	-1.1
3	13	-0.6%	x	-0.6
4	-1	0.9%	5	2.5
5	-9	0.6%	x	2.1
6	5	1.2%	x	-0.3
7	-4	7.0%	x	1.4
8	-3	3.2%	16	0.2
9	-15	1.3%	11	0.7
10	1	-0.5%	-15	1.1

item	canonical_smiles	TRHR enhancer	RXFP1 antag	D1 potentiator	D1 antagonist	D1 ag
11	CCOC(=O)c1ccc(NC(=S)N(CCCN2CCN(CC)CC2)Cc2ccco2)cc1	0	-3	4	20	9
12	CC1CCc2c(sc(NC(=O)CSc3nc4c(c(C(F)(F)F)n3)CCc3ccccc3-4)c2C(N)=O)C1 (stereo not given)	-3	-6	-5	6	0
13	Cn1c(=O)c2c(-c3ccccc3)n3c(c2n(C)c1=O)C(c1cccc([N+](=O)[O-])c1)Nc1ccccc1-3 (stereo not given)	-2	-9	-3	-9	3
14	Cc1ccc2c(c1)CCCN2C(=O)NC1CCCCC1	-2	-14	0	-6	4
15	C/C(=N\NC(=O)C(N)=O)c1ccc(Br)cc1	0	3	-2	-27	-2
16	Cc1cc(C(C)(C)C)ccc1OC(=O)C1=CC=CN2CCS(=O)(=O)N=C12	-3	-17	-2	5	3
17	COC(=O)c1ccc(S(=O)(=O)N(C2CCCCC2)C2CCCCC2)n1C	6	9	-1	4	5
18	Oc1ccc2ccccc2c1C=Nc1ccccc1Br	-2	10	-4	2	2
19	NC(=O)c1ccc(NC(=O)CNC(c2ccccc2)c2ccccc2)cc1	-1	-17	9	-4	4
20	Cc1ccc(/C=N/Nc2nc(N3CCOCC3)nc(N3CCOCC3)n2)o1	3	13	-2	7	2

item	D2 potentiator	RXFP1 ag	D2 antag	D2 agonist
11	2	-0.6%	10	2.3
12	-5	2.4%	-15	0.7
13	-8	-4.2%	x	1.3
14	-4	-2.3%	1	0.7
15	10	4.0%	10	-0.1
16	7	3.1%	40*	1.2
17	0	-0.8%	8	8.6
18	-10	3.7%	2	1.2
19	7	-0.2%	-11	-1.2
20	x	0.6%	27	-0.4

item	canonical_smiles	TRHR enhancer	RXFP1 antag	D1 potentiator	D1 antagonist	D1 ag
21	O=C(CSc1ccc2nnc(-c3cccc(F)c3)n2n1)N1CCCc2ccccc21	-2	3	-2	3	2
22	CC(C)CN(C(=O)COC(=O)c1c(Cl)ccc(Cl)c1Cl)C1CCS(=O)(=O)C1 (stereo not given)	-4	-10	-2	-24	3
23	COc1ccc(S(=O)(=O)NCCc2nnc3ccc(SCC(=O)Nc4cc(C)cc(C)c4)nn23)cc1	-8	-22	-1	7	0
24	CCN1C(C(=O)c2ccccc2)=C(Nc2ccccc2C)c2ccccc2S1(=O)=O	-5	-4	4	15	11
25	Cc1cccc(C)c1NC(=O)C(c1ccc([N+](=O)[O-])cc1)N1CCCCC1 (stereo not given)	-13	-2	2	-1	-1
26	N#Cc1ccc(CC(C(=O)O)N2Cc3ccccc3C2=O)cc1 (stereo not given)	-8	14	5	-7	4
27	O=C(NCCCNCc1ccccc1)c1ccc(/C=N/O)nc1	16	0	-4	8	0
28	O=C(Nc1ccncc1)c1ccccc1-c1ccccc1	1	9	3	-3	2
29	CCN1CCN(C(c2cccs2)C(C)NS(=O)(=O)c2ccc(F)cc2)CC1 (stereo not given)	1	2	-4	6	5
30	Cc1cccc(C(=O)NNS(=O)(=O)c2ccccc2[N+](=O)[O-])c1	-2	-3	-7	-3	8

item	D2 potentiator	RXFP1 ag	D2 antag	D2 agonist
21	5	19%	1	-1.7
22	-8	0.0%	11	-0.4
23	5	1.0%	x	-0.4
24	-5	-0.8%	-3	1.5
25	1	-0.9%	8	0.1
26	-12	4.3%	-2	0.2
27	6	-0.2%	-7	0.7
28	1	0.0%	-12	-1.1
29	2	0.0%	-6	0.4
30	-3	1.6%	-9	-0.1

item	canonical_smiles	TRHR enhancer	RXFP1 antag	D1 potentiator	D1 antagonist	D1 ag
31	COc1ccccc1CC(=O)NCCc1c[nH]c2ccccc12	-2	-17	-7	-19	1
32	Cc1ccc(C(=O)COC(=O)c2cnccn2)cc1	5	-2	-3	-8	1
33	COc1ccc(N(CC(=O)Nc2ccc(C(C)C)cc2)S(=O)(=O)c2c(C)noc2C)cc1	11	-12	4	2	8
34	CCOc1ccc(C2C(C(=O)Nc3ccccc3)=C(C)Nc3nc(SCc4cccc(OC)c4)nn32)cc1 (stereo not given)	3	-3	0	3	5
35	O=C(O)c1ccccc1OC(C(=O)Nc1cc(Cl)cc(Cl)c1)c1ccccc1 (stereo not given)	-1	-18	-5	-6	4
36	CCOC(=O)c1c(C)[nH]c(C(=O)COC(=O)c2ccccn2)c1C	0	12	-1	13	2
37	CN1c2ccc([N+](=O)[O-])cc2C(C)(C)C12C=Cc1cc(C(=O)O)ccc1O2 (stereo not given)	-8	3	-4	12	2
38	S=C(NCCCN1CCOCC1)Nc1ccc(-c2nc3ccccc3[nH]2)cc1	23	-2	-7	-11	1
39	Cc1ccc(CN2CC(C(=O)N3CC=C(c4ccccc4)CC3)CC2=O)cc1 (stereo not given)	-4	-9	1	3	14
40	Cc1cc(C)cc(Nc2cc(C(=O)NCCCN(C)C3CCCCC3)c3ccccc3n2)c1	3	-25	-1	-26	44*

item	D2 potentiator	RXFP1 ag	D2 antag	D2 agonist
31	-17	0.1%	-12	0.4
32	x	-0.2%	x	x
33	x	0.3%	x	x
34	9	3.0%	x	0.2
35	-10	5.5%	36*	0.0
36	11	0.1%	5	0.5
37	3	0.9%	-9	1.5
38	-1	-2.3%	7	1.3
39	-4	1.0%	18	0.6
40	-6	0.8%	x	0.6

item	canonical_smiles	TRHR enhancer	RXFP1 antag	D1 potentiator	D1 antagonist	D1 ag
41	COc1ccccc1N1CCN(/N=C(\C)c2ccc(O)cc2)CC1	-4	-4	3	-2	12
42	CCC(C)(C)n1nnnc1C(c1ccc(C)cc1)N1CCC(C)CC1 (stereo not given)	-16	-14	-8	0	4
43	Cc1ccc(C)c(NC(=O)C(Sc2ncnc3ccccc23)c2ccccc2)c1 (stereo not given)	1	x	0	-14	-1
44	COC(=O)c1cc(Br)c(=O)n(Cc2ccco2)c1	0	6	1	-8	1
45	CS/C(=C\[N+](=O)[O-])Nc1ccc(F)cc1	-2	-3	-4	-3	1
46	COc1cc(/C=C(\C#N)c2nnc(N3CCOCC3)n2-c2ccccc2)ccc1O	-6	2	4	-11	3
47	N#Cc1ccc(OCc2cccc(S(=O)(=O)N3CCOCC3)c2)cc1	17	-10	0	-5	11
48	CCC(=O)Nc1nc2ccc(S(C)(=O)=O)cc2s1	-15	-9	-4	5	1
49	O=C(CCCN1C(=O)/C(=C/c2cccs2)SC1=S)Nc1ccccn1	-8	-17	-4	12	3
50	O=c1cc(-c2cccc(Br)c2)oc2cccc(O)c12	-3	x	-3	10	0

item	D2 potentiator	RXFP1 ag	D2 antag	D2 agonist
41	0	-0.5%	3	0.2
42	5	-0.2%	-51	-0.4
43	-6	5.7%	-4	0.8
44	-8	3.1%	1	-0.2
45	-2	-0.8%	16	-1.0
46	-10	0.3%	7	1.2
47	-6	2.2%	5	0.4
48	-1	3.0%	-10	-0.1
49	1	5.2%	-7	-1.5
50	1	-4.3%	-37	-0.8

item	canonical_smiles	TRHR enhancer	RXFP1 antag	D1 potentiator	D1 antagonist	D1 ag
51	Nc1nc2c(ncn2COC(CO)CO)c(=O)[nH]1	-5	-13	-4	21	3
52	CN(C)c1ccc(CNC(=O)C2CCN(C(=O)c3ccc(-n4ccc5ccccc54)s3)CC2)cc1	8	-7	-2	-17	1
53	CCOCCCNC(=S)NCCCNc1nc2c(C)c(C)ccc2cc1C#N	-9	-3	4	-5	1
54	CCC(C)(C)NC(=O)C(c1ccc(O)cc1)N(Cc1ccco1)C(=O)CCC(=O)Nc1ccccn1 (stereo not given)	3	-11	4	3	3

item	D2 potentiator	RXFP1 ag	D2 antag	D2 agonist
51	-8	-1.0%	-31	1.4
52	3	u	x	-0.4
53	0	1.4%	-3	-0.9
54	1	-4.0%	-9	-0.4

4 records drawn at random from those above:
item	canonical_smiles	TRHR enhancer	RXFP1 antag	D1 potentiator	D1 antagonist	D1 ag
53	CCOCCCNC(=S)NCCCNc1nc2c(C)c(C)ccc2cc1C#N	-9	-3	4	-5	1
51	Nc1nc2c(ncn2COC(CO)CO)c(=O)[nH]1	-5	-13	-4	21	3
54	CCC(C)(C)NC(=O)C(c1ccc(O)cc1)N(Cc1ccco1)C(=O)CCC(=O)Nc1ccccn1 (stereo not given)	3	-11	4	3	3
52	CN(C)c1ccc(CNC(=O)C2CCN(C(=O)c3ccc(-n4ccc5ccccc54)s3)CC2)cc1	8	-7	-2	-17	1

item	D2 potentiator	RXFP1 ag	D2 antag	D2 agonist
53	0	1.4%	-3	-0.9
51	-8	-1.0%	-31	1.4
54	1	-4.0%	-9	-0.4
52	3	u	x	-0.4

Rewritten screen by screen: part of the list above.
52. CN(C)c1ccc(CNC(=O)C2CCN(C(=O)c3ccc(-n4ccc5ccccc54)s3)CC2)cc1
53. CCOCCCNC(=S)NCCCNc1nc2c(C)c(C)ccc2cc1C#N
entry no.	52	53
TRHR enhancer	8	-9
RXFP1 antag	-7	-3
D1 potentiator	-2	4
D1 antagonist	-17	-5
D1 ag	1	1
D2 potentiator	3	0
RXFP1 ag	u	1.4%
D2 antag	x	-3
D2 agonist	-0.4	-0.9

Compound activity from PubChem.
